# U2OS ROS induce: raises reactive oxygen species in U2OS cancer cells; U2OS ROS induction, H2DCF-DA fluorescence; ROS induction (% of piperlongumine), % at 10 µM; hit rate 2% among 46,000; AID 624156; in the data active = ROS induction above about 79%, passing the limit was not always enough;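 note: 0% = DMSO vehicle median and 100% = reference compound median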
# * = called active by the depositor; & = joins results of further samples.
SMILES,U2OS ROS induce
Nc1c2c(nc3ccccc13)CCCC2O (stereo not given),-6.2
C/C=C(/C)C(=O)OC1c2c(ccc3ccc(=O)oc23)OC(C)(C)C1OC(=O)/C(C)=C\C (stereo not given),20.2
COc1cc([C@H]2Oc3cc([C@H]4Oc5cc(O)cc(O)c5C(=O)[C@@H]4O)ccc3O[C@@H]2CO)ccc1O,23.3
Cc1cc(C)cc(OCC2CNC(=O)O2)c1 (stereo not given),14.4
O=C(O)C1[C@H]2C[C@H]3c4[nH]c5ccccc5c4CCN3C[C@@H]2CC[C@@H]1O (stereo not given in full),33.7
CCn1cc(C(=O)O)c(=O)c2cc(F)c(N3CCNCC3)nc21,4.2
CC[C@]1(O)C[C@@H]2CN(CCc3c([nH]c4ccccc34)[C@@](C(=O)OC)(c3cc4c(cc3OC)N(C)[C@H]3[C@@](O)(C(=O)OC)[C@H](OC(C)=O)[C@]5(CC)C=CCN6CC[C@]43[C@@H]65)C2)C1,51.7
COc1c(O)cc2c(c1O)[C@H]1O[C@H](CO)[C@@H](O)[C@H](O)[C@@H]1OC2=O,-6.5
CCOC(=O)NNc1nncc2ccccc12,8.8
Cc1cccc(Nc2cc(Cl)nc(SCC(=O)O)n2)c1C,-5.6
CCCCCC(=O)O[C@]1(C(C)=O)CCC2C3CCC4=CC(=O)CC[C@]4(C)C3CC[C@@]21C (stereo not given in full),71.1
CCC(=O)O[C@]1(C(=O)SCF)[C@H](C)C[C@H]2[C@@H]3C[C@H](F)C4=CC(=O)C=C[C@]4(C)[C@@]3(F)[C@@H](O)C[C@@]21C,8.0
O=C1Cc2c([nH]c3ccc([N+](=O)[O-])cc23)-c2ccccc2N1,-6.8
CC(C)c1ccc(N2C(=O)SC(c3ccccc3)C2=O)cc1 (stereo not given),5.6
C[C@H]1[C@H](C)CC[C@]2(C(=O)O[C@@H]3O[C@H](COC4O[C@H](CO)[C@@H](OC5O[C@@H](C)[C@H](O)[C@@H](O)[C@H]5O)[C@H](O)[C@H]4O)[C@@H](O)[C@H](O)[C@H]3O)CC[C@]3(C)C(=CC[C@@H]4[C@@]5(C)C[C@@H](O)[C@H](O)[C@@](C)(CO)C5CC[C@]43C)[C@H]12 (stereo not given in full),-5.8
NC(N)=NC(=O)Cc1c(Cl)cccc1Cl,-12.8
NC(=NCc1ccccc1)NC(=O)c1nc(Cl)c(N)nc1N,-6.2&1.6
Cc1cccc(C)c1NC(=O)C1CCCCN1C (stereo not given),-10.9
CCCCCCc1ccc(O)cc1O,15.2
O=c1cc(-c2ccc(O)cc2)oc2cc(O[C@@H]3O[C@H](CO)[C@@H](O)[C@H](O)[C@H]3O[C@@H]3OC[C@](O)(CO)[C@H]3O)cc(O)c12,2.0
COc1ccccc1OCCNCC(O)COc1cccc2[nH]c3ccccc3c12 (stereo not given),-5.1
Cn1c(=O)c2c(ncn2CCO)n(C)c1=O,-5.7

# Exported tab-delimited: part of the list above.
mol	U2OS ROS induce
NC(N)=NC(=O)Cc1c(Cl)cccc1Cl	-12.8
NC(=NCc1ccccc1)NC(=O)c1nc(Cl)c(N)nc1N	-6.2&1.6
Cc1cccc(C)c1NC(=O)C1CCCCN1C (stereo not given)	-10.9
CCCCCCc1ccc(O)cc1O	15.2
O=c1cc(-c2ccc(O)cc2)oc2cc(O[C@@H]3O[C@H](CO)[C@@H](O)[C@H](O)[C@H]3O[C@@H]3OC[C@](O)(CO)[C@H]3O)cc(O)c12	2.0
COc1ccccc1OCCNCC(O)COc1cccc2[nH]c3ccccc3c12 (stereo not given)	-5.1
Cn1c(=O)c2c(ncn2CCO)n(C)c1=O	-5.7

# Ordered by heavy-atom count (largest number first): part of the list above.
SMILES,U2OS ROS induce
O=c1cc(-c2ccc(O)cc2)oc2cc(O[C@@H]3O[C@H](CO)[C@@H](O)[C@H](O)[C@H]3O[C@@H]3OC[C@](O)(CO)[C@H]3O)cc(O)c12,2.0
NC(=NCc1ccccc1)NC(=O)c1nc(Cl)c(N)nc1N,-6.2&1.6
Cn1c(=O)c2c(ncn2CCO)n(C)c1=O,-5.7

# From PubChem BioAssay

# This is a subset. The share of hits here may be higher or lower than overall.
